Source: PubChem
FBA Mtb inh: Mtb FBA enzyme inhibitors, primary screen, biochemical, fluorescence, strain H37Rv. Fructose-bisphosphate aldolase (Mycobacterium tuberculosis (strain ATCC 25618 / H37Rv)), …. purified M. tuberculosis FBA, fluorescence read-out. inhibition, % at 1 µM. hit rate 2.3% among 360,000. AID 588726, 2011; in the data active means inhibition above about 27%;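 further: 0% = vehicle and 100% = reference inhibitor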
GDH-TPI inh: GDH-TPI coupling enzyme inhibitors, primary screen, artefact control for M. tuberculosis FBA inhibitor project, biochemical, absorbance, full deck | hit rate 1.2% among 360,000 | inhibition, % at 4.8 µM | GDH-TPI coupled enzyme counterscreen, NADH absorbance; in the data active means inhibition above about 30%;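 further: 0% = DMSO wells and 100% = wells lacking the enzyme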
Mtb UGM inh: M. tuberculosis UGM enzyme inhibitors, primary screen, biochemical, fluorescence polarization, single point; purified UGM, fluorescence polarization probe displacement; AID 504406, 2011; inhibition, % at 10 µM; UDP-galactopyranose mutase (Mycobacterium tuberculosis (strain ATCC 25618 / H37Rv)), …; hit rate 0.06% among 320,000; in the data active means inhibition above about 10%, passing the limit was not always enough; inconclusive means no clear call, values can overlap the other calls
Target sequence (P9WIQ1 whole entry, looked up): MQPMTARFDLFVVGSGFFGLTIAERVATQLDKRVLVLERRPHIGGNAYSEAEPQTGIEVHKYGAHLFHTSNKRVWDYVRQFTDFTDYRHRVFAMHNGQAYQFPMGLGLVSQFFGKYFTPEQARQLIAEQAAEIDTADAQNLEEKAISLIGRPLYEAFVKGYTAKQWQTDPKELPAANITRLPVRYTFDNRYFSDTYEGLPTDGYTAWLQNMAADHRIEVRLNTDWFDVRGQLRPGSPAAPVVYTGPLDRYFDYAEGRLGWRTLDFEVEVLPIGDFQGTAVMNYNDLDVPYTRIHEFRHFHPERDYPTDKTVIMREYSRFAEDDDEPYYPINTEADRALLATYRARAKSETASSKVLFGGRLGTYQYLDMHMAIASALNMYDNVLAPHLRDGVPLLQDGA
Rv3671c inh: Rv3671c serine protease inhibitors, primary screen, biochemical, fluorescence polarization, M. tuberculosis H37Rv | AID 2606, 2010 | inhibition, % at 5.96 µM | hit rate 0.048% among 320,000 | P9WHR9; in the data active means inhibition above about 38%;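 further: extracellular domain of Rv3671c used as enzyme; 0% = enzyme with DMSO and 100% = no enzyme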
Target sequence (P9WHR9 whole entry, looked up, the tested form may be a part): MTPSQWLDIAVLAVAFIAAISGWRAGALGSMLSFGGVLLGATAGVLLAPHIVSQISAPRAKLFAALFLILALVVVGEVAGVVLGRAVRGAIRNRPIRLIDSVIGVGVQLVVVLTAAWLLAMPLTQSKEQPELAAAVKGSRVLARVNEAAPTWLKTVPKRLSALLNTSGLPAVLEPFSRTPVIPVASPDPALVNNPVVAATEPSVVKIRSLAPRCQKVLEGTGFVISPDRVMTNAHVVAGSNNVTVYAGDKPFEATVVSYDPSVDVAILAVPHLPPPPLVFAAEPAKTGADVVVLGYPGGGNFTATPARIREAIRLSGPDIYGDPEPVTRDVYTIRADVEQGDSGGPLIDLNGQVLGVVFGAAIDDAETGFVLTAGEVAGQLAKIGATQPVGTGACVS
MazEF act: activators of E. coli MazEF toxin-antitoxin RNase, primary screen, biochemical, fluorescence, uHTS; activation, % at 20 µM; hit rate 0.32% among 350,000; Endoribonuclease toxin MazF (Escherichia coli (strain K12)), P0AE70; FAM/BHQ RNA-DNA oligo cleavage fluorescence, 5 h; in the data active means activation above about 50%
Target sequence (P0AE70 whole entry, looked up): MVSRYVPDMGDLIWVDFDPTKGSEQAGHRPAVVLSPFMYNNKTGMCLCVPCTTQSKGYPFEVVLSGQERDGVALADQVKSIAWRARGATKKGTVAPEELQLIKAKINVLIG
BioA inh: M. tuberculosis BioA enzyme inhibitors, primary screen, biochemical, plate reader, single point, HTS | inhibition, % at 9.99 µM | 7,8-diaminopelargonic acid synthase BioA (Mycobacterium tuberculosis) | purified M. tuberculosis BioA enzyme | AID 602481, 2012 | hit rate 0.096% among 360,000; in the data active means inhibition above about 40%; inconclusive means no clear call, values can overlap the other calls
PrPC TRFRET: inhibitors of human cell surface prion protein PrPC, primary screen, cell-based, TR-FRET; hit rate 0.43% among 370,000; inhibition, % at 13.8 µM; TR-FRET read-out; AID 720596, 2013; in the data active means inhibition above about 24%; further: 0% = median of the test wells and 100% = reference compound wells
FadD28 binding: inhibitors of FadD28 bisubstrate probe binding, primary screen, biochemical, fluorescence polarization, single point | inhibition, % at 12.5 µM | hit rate 0.22% among 360,000 | AID 588549, 2011; in the data active means inhibition above about 8.5%, passing the limit was not always enough; inconclusive means no clear call, values can overlap the other calls
BoNT F protease: BoNT/F light chain protease inhibitors, primary screen, biochemical, flow cytometry, MLPCN library; inhibition, % at 10 µM; Botulinum neurotoxin type F light chain protease (Clostridium botulinum); AID 588497, 2011; Multiplex microsphere protease cleavage assay; hit rate 0.22% among 360,000; in the data active means inhibition above about 35%, passing the limit was not always enough; inconclusive means no clear call, values can overlap the other calls; further: plate controls were buffer without enzyme for full effect and enzyme alone for no effect
* = called active by the depositor; u = inconclusive; x = no result given.

item	compound	MazEF act	BioA inh	Mtb UGM inh	GDH-TPI inh	Rv3671c inh	FadD28 binding	PrPC TRFRET	FBA Mtb inh	BoNT F protease
1	O=C(Cn1c(=O)oc2ccc(Cl)cc21)Nc1ccon1	5	-1.9	1.5	-9	0	2.4	-7	-2	-3
2	N=C(SC1CC(=O)N(c2ccc(F)cc2)C1=O)N1N=C(c2ccccc2)CC1c1ccccc1 (stereo not given)	-15	x	1.6	2	-5	-0.8	1	6	0
3	COc1cc2cc(CCCOC(=O)c3ccc(C#N)cc3)oc(=O)c2cc1OC	5	0.1	1.2	4	1	-5.8	2	-2	5
4	CCOc1ccc(-n2c(SCc3nc(-c4ccc(C)cc4)no3)nnc2-c2ccncc2)cc1	3	x	-0.8	5	-9	-2.1	6	1	25
5	Cc1cc(NC(=O)C2CCCN(S(=O)(=O)c3c(C)noc3C)C2)n[nH]1 (stereo not given)	3	-0.7	-1.2	7	0	-3.8	2	-4	-2
6	Cc1cc2c3c(c1)C1(C(=O)N3C(C)(C)CC2C)C(C#N)=C(N)Oc2n[nH]c(C)c21 (stereo not given)	-10	x	0.9	1	-4	-0.9	-3	0	1
7	O=C(Nc1ccc(F)cc1)N1Cc2ccccc2-n2nncc2C1	-3	1.6	x	16	x	-1.2	7	3	-2
8	COc1cccc(-n2c(Cc3cc(=O)[nH]c(=O)[nH]3)nnc2SCC(=O)NC2CCCC2)c1	-3	-2.5	-2.1	-3	8	-3.0	-3	0	1
9	CC(=O)Nc1cc2c(cc1C(=O)C(C)C)OCCO2	5	-1.9	-2.5	18	4	1.3	-3	6	5
10	CCOC(=O)c1[nH]c2cc(OC)c(OC)cc2c1N	-12	x	-2.4	4	0	-0.9	-6	6	-8
11	COc1ccc(C2N(c3ccccn3)C(=O)C3CCCN32)c(OC)c1 (stereo not given)	5	-1.5	0.2	2	6	-2.9	3	0	-2
12	O=C1C(=O)N(CCCn2ccnc2)C(c2cccnc2)/C1=C(/O)c1ccc(F)cc1 (stereo not given)	-3	0.1	0.7	-1	3	0.3	-8	3	-1
13	O=C(CSc1ccc2nnc(-c3cccnc3)n2n1)NCc1ccco1	8	4.4	1.9	-8	-7	-3.3	-5	1	4
14	CC(C)CCNC(=O)[C@H](CSCc1ccccc1)N1Cc2ccccc2C1=O	1	0.4	0.0	1	-8	-0.6	3	1	-2
15	COc1ccc(CC(=O)NNc2ncnc3c2cnn3C)cc1OC	1	x	0.2	6	14	-0.9	-6	0	-2
16	COc1ccc(OCC(=O)Nc2ccc(NC(=O)c3cccs3)c(OC)c2)cc1	10	0.4	0.2	8	3	-1.1	0	1	-2
17	O=C(NC1CCCC1)C1CCCN1S(=O)(=O)c1cccc2cccnc12 (stereo not given)	-5	-0.3	2.0	-2	-4	-1.8	-3	0	-11
18	COc1ccc(CC(=O)NN2C(=O)c3ccccc3C2=O)cc1	-1	-1.0	3.3	-3	-17	-1.1	6	3	1
19	CCC(=Nc1ccccc1O)C1=C(O)CC(c2ccccc2)CC1=O (stereo not given)	-4	-0.7	-1.7	1	-13	-0.2	-10	2	-5
20	COc1ccc(C)cc1NC(=O)c1ccc(-c2ccc(C(C)=O)cc2)o1	x	x	1.9	19	-1	-3.5	x	-3	-4
21	COc1ccc(OC)c(NC(=O)Cn2c(C)nc3ccccc3c2=O)c1	3	x	2.8	-1	-2	-2.9	-3	-2	-5
22	CC1C(c2ccccc2)OCCN1C=NC#N (stereo not given)	-1	0.0	x	6	x	-0.8	-1	0	-6
23	Cc1ccccc1CNC(=O)C(=O)NCCC1CCCCN1S(=O)(=O)c1cccs1 (stereo not given)	-5	x	x	5	15	-0.6	-1	5	-2
24	CC(Oc1ccc(-c2ccccc2)cc1)C(=O)N1CCOCC1 (stereo not given)	-7	1.5	-0.5	8	-2	-1.7	-6	3	-6
25	CCn1cc(CNC(=O)c2c(-c3c(Cl)cccc3Cl)noc2C)c(C)n1	-1	x	1.7	4	3	-0.7	3	-1	35*
26	C#CCOC(=O)c1ccccc1C(=O)O	5	-0.6	0.8	-8	8	-0.2	-4	1	-4
27	C[C@H]1CN=C(Nc2ccccc2)N1CC1CCC1	2	-1.1	-2.5	3	-2	-1.6	-3	-1	-11
28	CCCCn1c(N)c(N(CC(C)C)C(=O)CCNC(=O)c2ccc([N+](=O)[O-])cc2)c(=O)[nH]c1=O	3	-2.2	x	4	x	-2.3	-5	0	-6
29	ClCCn1cnc2c(SCc3ccccc3Cl)ncnc21	-1	0.0	x	-5	x	-2.7	13	-2	0
30	COc1cc(/C=N/NC(=O)c2ccncc2)ccc1OC(=O)c1cccc(Br)c1	-2	-1.7	-1.8	8	-122	-8.4	1	-1	-22
31	O=C(CSc1ccc(S(=O)(=O)N2CCCC2)cn1)Nc1ccc([N+](=O)[O-])cc1C(F)(F)F	7	-0.2	x	4	x	-1.5	-3	-2	-5
32	CC(C)Oc1cc(F)ccc1-c1cc(C(=O)Nc2cccc(Cl)c2)[nH]n1	x	-1.6	x	5	x	-10	11	-2	-7
33	Cc1c(C(=O)NCCSCc2c(F)cccc2Cl)cnn1-c1ccc(Cl)cc1	1	8.2	2.0	6	-16	-2.4	11	2	u
34	O=C(COC(=O)CNC(=O)c1ccccc1)Nc1ccc2c(c1)OCO2	10	x	-3.5	-1	3	-0.6	3	-4	-3
35	Cc1ccc(C(=O)O)cc1NC(=O)CSc1ncnc2sc3c(c12)CCC3	5	x	-3.2	10	10	-2.2	6	7	-6
36	Nc1cc(C(=O)OCC(=O)N2CCCC2=O)ccc1Cl	-11	-0.3	-2.9	-4	-2	-0.4	3	6	-14

Results in sequence from above:
Entries 33–36 in BoNT F protease: u, -3, -6, -14
Entries 33–36 in Mtb UGM inh: 2.0, -3.5, -3.2, -2.9

Other results.
item	compound	MazEF act	BioA inh	Mtb UGM inh	GDH-TPI inh	Rv3671c inh	FadD28 binding	PrPC TRFRET	FBA Mtb inh	BoNT F protease
37	O=C(N/N=C/c1cccs1)c1cc(-c2ccc3ccccc3c2)n[nH]1	2	x	0.7	25	-25	-1.2	3	-1	-1
38	OC1/C(=C/c2ccc(Cl)cc2Cl)N2CCC1CC2 (stereo not given)	-19	0.8	3.6	4	2	-1.3	2	-2	-3
39	CN(C(=O)COC(=O)c1cc([N+](=O)[O-])ccc1N1CCCC1)C1CCS(=O)(=O)C1 (stereo not given)	4	x	2.6	-2	-2	-2.3	-21	-12	-2
40	COc1ccccc1CNC(=O)c1ccc(N(C)S(=O)(=O)c2ccc(C)cc2)cc1	8	-1.7	-1.5	4	-20	-2.1	-4	1	6
41	CC(C)(C)NC(=O)CSc1nc(-c2ccccc2)c(-c2ccccc2)[nH]1	-6	-1.6	1.7	8	6	-0.1	10	7	0
42	O=C(C1CC1)N1CCc2cc(S(=O)(=O)N3CCOCC3)ccc21	8	-0.3	1.2	10	0	-0.7	3	2	1
43	CCCSc1nc(O)c(C(c2ccc(OC)c(O)c2)c2c(O)nc(SCCC)n(C)c2=O)c(=O)n1C	38	1.8	-1.4	-1	-6	-0.7	-6	0	0
44	CC1(C)CC(=O)c2cc(NC(=O)c3ccc(F)cc3)c(=O)oc2C1	19	x	-2.8	0	-3	-2.0	-7	2	0
45	O=C1c2ccccc2C(=O)N1CCCCSc1nc2ccccc2o1	-2	0.2	-1.9	-2	0	-6.5	-3	2	4
46	O=C(COc1ccc(S(=O)(=O)N2CCCC2)cc1[N+](=O)[O-])N1CCCC1	7	1.8	x	-1	5	0.4	-3	0	-1
47	Cc1cc(F)ccc1C(O)c1ncc(-c2ccccc2Cl)[nH]1 (stereo not given)	x	1.1	x	1	x	-1.0	-3	-1	-6
48	CC1CN(c2oc(COc3ccc(Cl)cc3Cl)nc2C#N)CC(C)O1 (stereo not given)	1	-0.8	2.2	-4	4	-0.9	1	0	-12

The final two entries of the part before are carried over, then new ones follow:
item	compound	MazEF act	BioA inh	Mtb UGM inh	GDH-TPI inh	Rv3671c inh	FadD28 binding	PrPC TRFRET	FBA Mtb inh	BoNT F protease
47	Cc1cc(F)ccc1C(O)c1ncc(-c2ccccc2Cl)[nH]1 (stereo not given)	x	1.1	x	1	x	-1.0	-3	-1	-6
48	CC1CN(c2oc(COc3ccc(Cl)cc3Cl)nc2C#N)CC(C)O1 (stereo not given)	1	-0.8	2.2	-4	4	-0.9	1	0	-12
49	COc1ccc(/C=C/C(=O)NCCCN2CCOCC2)cc1	-1	-3.0	-2.0	5	x	0.4	-6	1	2
50	NC(=O)COC(=O)c1ccccc1SCC(=O)NC1CCCCCCC1	5	0.2	-3.1	6	-1	-2.1	-1	3	28
51	CCN(CC)C(=O)CNc1ccc(C(F)(F)F)cc1[N+](=O)[O-]	-13	0.2	-2.9	7	-6	-4.7	-15	-7	1
52	CCN(CC)CCCNC(=O)c1cn(C)c2ccc(S(=O)(=O)N(C)C)cc2c1=O	-2	1.0	-1.7	5	-4	-3.2	-9	-1	-5
53	COC(=O)c1ccccc1S(=O)(=O)NNC(=O)c1nn(C)c(=O)c2ccccc12	1	2.9	-0.3	-7	3	-0.4	-5	-1	-3

4 compounds from above, reduced to Rv3671c inh, Mtb UGM inh and FadD28 binding.
nr	SMILES	Rv3671c inh	Mtb UGM inh	FadD28 binding
49	COc1ccc(/C=C/C(=O)NCCCN2CCOCC2)cc1	x	-2.0	0.4
50	NC(=O)COC(=O)c1ccccc1SCC(=O)NC1CCCCCCC1	-1	-3.1	-2.1
51	CCN(CC)C(=O)CNc1ccc(C(F)(F)F)cc1[N+](=O)[O-]	-6	-2.9	-4.7
52	CCN(CC)CCCNC(=O)c1cn(C)c2ccc(S(=O)(=O)N(C)C)cc2c1=O	-4	-1.7	-3.2

Complete entries, looked up by structure.
`NC(=O)COC(=O)c1ccccc1SCC(=O)NC1CCCCCCC1` is entered as MazEF act: 5; BioA inh: 0.2; Mtb UGM inh: -3.1; GDH-TPI inh: 6; Rv3671c inh: -1; FadD28 binding: -2.1; PrPC TRFRET: -1; FBA Mtb inh: 3; BoNT F protease: 28
`CCN(CC)CCCNC(=O)c1cn(C)c2ccc(S(=O)(=O)N(C)C)cc2c1=O` is entered as MazEF act: -2; BioA inh: 1.0; Mtb UGM inh: -1.7; GDH-TPI inh: 5; Rv3671c inh: -4; FadD28 binding: -3.2; PrPC TRFRET: -9; FBA Mtb inh: -1; BoNT F protease: -5
